# TCR-CD3 inh – inhibitors of human TCR-CD3 interaction, primary screen, biochemical, fluorescence, TAMRA-labeled TCR probe; T-cell receptor (TCR); inhibition, % at 9.4 µM; 360,000 compounds, 0.37% hits; in the data active = inhibition above about 19%;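 note: recombinant mutant TCR 2C K166C tagged with TAMRA read by polarization; 0% = receptor in buffer alone and 100% = receptor with positive control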
# HTRA1 inh – HTRA1 serine protease inhibitors, primary screen, biochemical, fluorescence polarization, HTS. Q92743. recombinant HTRA1, FP-rhodamine activity-based probe. inhibition, % at 5.96 µM. 340,000 compounds, 0.5% hits; in the data active = inhibition above about 36%;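 note: 0% = enzyme with DMSO and 100% = wells lacking enzyme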
# NPR2 activator – human GC-B receptor activators, primary screen, HEK293 GC-B cells, cGMP TR-FRET, EC30 CNP | Atrial natriuretic peptide receptor 2 (Homo sapiens), P20594 | 0% at EC30 CNP, 100% saturating CNP | activation, % at 10 µM | 370,000 compounds, 0.11% hits;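 active = activation at 10 µM reaching about 35% in either raw or pattern-adjusted values, limit read from the data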
# PRMT1 FP inh – PRMT1 methyltransferase inhibitors, primary screen, biochemical, fluorescence polarization. Protein arginine N-methyltransferase 1 (Homo sapiens), Q99873. recombinant PRMT1, activity-based probe fluorescence polarization. inhibition, % at 2.79 µM. 370,000 compounds, 1.3% hits. AID 652257, 2013;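 active = inhibition above about 21% made by adding two undisclosed values, limit read from the data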
# Target sequence (Q99873 whole entry, looked up): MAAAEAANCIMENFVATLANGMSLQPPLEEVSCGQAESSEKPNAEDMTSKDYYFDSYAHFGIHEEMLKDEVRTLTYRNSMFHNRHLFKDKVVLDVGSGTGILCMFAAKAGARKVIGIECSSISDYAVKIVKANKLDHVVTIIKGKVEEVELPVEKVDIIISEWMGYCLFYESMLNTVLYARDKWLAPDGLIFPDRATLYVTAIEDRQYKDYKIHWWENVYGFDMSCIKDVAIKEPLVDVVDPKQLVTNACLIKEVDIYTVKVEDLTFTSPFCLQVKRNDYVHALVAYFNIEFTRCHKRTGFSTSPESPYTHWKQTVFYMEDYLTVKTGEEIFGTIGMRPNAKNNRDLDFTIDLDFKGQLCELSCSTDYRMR
# MBD2 inh – inhibitors of MBD2 binding to methylated DNA, primary screen, biochemical, TR-FRET, DNA-binding domain, human. 370,000 compounds, 0.31% hits. MBD2 binding to methylated oligonucleotide. inhibition, % at 4.4 µM. Methyl-CpG-binding domain protein 2 (Homo sapiens), Q9UBB5; in the data active = inhibition above about 13%
# Target sequence (Q9UBB5 whole entry, looked up, the tested form may be a part): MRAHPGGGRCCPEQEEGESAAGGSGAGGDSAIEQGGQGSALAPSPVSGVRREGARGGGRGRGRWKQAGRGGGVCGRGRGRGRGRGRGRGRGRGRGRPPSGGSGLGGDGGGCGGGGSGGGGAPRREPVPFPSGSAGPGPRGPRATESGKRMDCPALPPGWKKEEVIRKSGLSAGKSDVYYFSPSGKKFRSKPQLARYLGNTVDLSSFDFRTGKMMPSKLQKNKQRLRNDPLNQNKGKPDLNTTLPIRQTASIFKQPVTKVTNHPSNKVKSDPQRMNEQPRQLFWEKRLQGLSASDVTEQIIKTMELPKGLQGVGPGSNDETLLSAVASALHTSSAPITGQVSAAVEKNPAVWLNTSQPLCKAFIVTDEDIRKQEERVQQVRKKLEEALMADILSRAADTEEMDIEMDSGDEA
# TDP2 absorb – human TDP2 enzyme inhibitors, primary screen, biochemical, epi absorbance, recombinant enzyme; T5PNP hydrolysis, p-nitrophenol absorbance 415 nm; inhibition, % at 12.8 µM; 370,000 compounds, 0.34% hits; AID 720702, 2013;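 active = inhibition above the mean of all tested compounds plus 3 SD, set per campaign, cut at about 25% in these data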;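 note: 0% = DMSO with enzyme and 100% = buffer with substrate but no TDP2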
#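 Evaluation: % inhibition relative to enzyme-containing and enzyme-free wells. Material: recombinant human TDP2. Benchmarks: enzyme-free and DMSO wells. Timing: enzyme reaction with compound for 2 h at 37 °C. Compound dosing: 12.8 µM only. Measured by: p-Nitrophenol epi absorbance. Reagent: T5PNP substrate at 5 mM, a TopII-DNA adduct mimic. Replication: single well per compound.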
# LEDGF integ inh – blockers of LEDGF/p75-dependent integrase strand transfer – biochemical, TR-FRET, high throughput, primary screen; 370,000 compounds, 0.64% hits; HIV-1 integrase (with human LEDGF/p75); TR-FRET IN-LEDGF/p75 DNA integration, Eu/Cy5; inhibition, % at 3.7 µM;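 active = inhibition above the screen-wide mean plus 3 SD, cut at about 13% in these data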;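 note: signal is the Cy5 over europium emission ratio at 671 and 618 nm; 0% = plate median of compound wells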
# ABHD4 inh – ABHD4 inhibitors, primary screen, biochemical, fluorescence polarization, mouse | purified mABHD4, FP-Rh probe fluorescence polarization | (Lyso)-N-acylphosphatidylethanolamine lipase (Mus musculus), Q8VD66 | 370,000 compounds, 0.54% hits | inhibition, % at 8.92 µM;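 active = inhibition exceeding the mean over every tested compound plus 3 SD, cut at about 30% in these data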;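 note: 0% = plate median of compound wells and 100% = S159A mutant with DMSO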
#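 system = mouse ABHD4 enzyme, wild type | medium = HEPES pH 7.0, NaCl, Pluronic buffer | also added = FP-Rh probe | incubation = Enzyme–compound pre-incubation 45 min, then probe 60 min, both 25 °C | technique = fluorescence polarization, excitation 525 nm, emission 598 nm, BODIPY TMR filters | controls = S159A mutant high control, sample median low control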
# rCAG RNA binder – binders of r(CAG) RNA repeats, primary screen, biochemical, fluorescence | r(CAG) RNA repeat, TO-PRO-1 dye displacement fluorescence | inhibition, % at 3 µM | 370,000 compounds, 1.3% hits;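 active = inhibition above the plate cutoff, the mean of all test compounds on that plate plus 3 SD, cut at about 35% in these data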;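 note: 0% = DMSO alone and 100% = 100 µM mitoxantrone as full dye displacement; higher means more dye released from RNA so lower well fluorescence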
# SIAE primary – human SIAE inhibitors, primary screen, biochemical, fluorescence polarization, FP-Rh probe, 1536-well HTS; Sialate O-acetylesterase (Homo sapiens), Q9HAT2; AID 1053197, 2014; 370,000 compounds, 0.69% hits; SIAE FP-Rh probe binding; inhibition, % at 9.66 µM;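 active = inhibition above a cutoff: mean of compounds within the control limits plus 3 SD of those, cut at about 17% in these data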;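 note: 0% = plate median of compound wells and 100% = probe without SIAE protein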
# Starred values were filed as active, the others as inactive; x = not tested or not shown. Not all compounds are listed; count on the stated rates, not on these rows.
compound,TCR-CD3 inh,HTRA1 inh,NPR2 activator,PRMT1 FP inh,MBD2 inh,TDP2 absorb,LEDGF integ inh,ABHD4 inh,rCAG RNA binder,SIAE primary
O=S1(=O)c2ccc(N3CCC[C@@H]3CO)cc2OCCCN1C1CC1,x,x,-2,-5,2,-4,5,-7,6,5
COc1cccc(-c2cc3nc(NCCN4CCCC4)n(C)c(=O)c3s2)c1,-9,x,-2,1,4,1,-4,-5,6,-22
O=C(NN1C(=O)c2ccccc2C1=O)C1C2CCCCC21 (stereo unspecified),5,-2,-1,-2,2,5,-1,9,0,2
Cc1cc(-c2ccccc2)nc(N(C)N)c1S(C)(=O)=O,9,-9,1,-1,0,5,-2,-2,1,-2
COc1ccc(S(=O)(=O)NC2CCN(Cc3ccccc3)CC2)cc1NC(C)=O,-1,1,3,2,1,4,-5,-7,-2,-3
CC(NO)/C(=N\O)c1cccs1 (stereo unspecified),-2,2,0,5,1,-15,-3,-7,-2,1
O=S(=O)(c1cccc(-c2nnc(-c3cccnc3)o2)c1)N1CCCCC1,4,-1,-8,-2,2,2,-1,-6,-3,-4
COC(=O)c1nn(-c2cccc(Cl)c2)cc(OC)c1=O,2,-5,-2,-3,1,-9,3,1,3,-2
COc1ccc(N2C(=O)C(CC(=O)Nc3ccccc3)N(CCc3ccc(OC)c(OC)c3)C2=O)cc1 (stereo unspecified),3,-2,-1,-1,-2,-4,1,-1,3,0
CCCCN(CCCC)CCNC(=O)c1cn(C)c2ccc(S(=O)(=O)N(C)C3CCCCC3)cc2c1=O,-8,-4,2,7,5,-17,-3,-14,-3,-10
COc1ccc(OC)c(CCNC(=O)c2ccc(CS(=O)Cc3ccc(Cl)cc3)o2)c1 (stereo unspecified),-1,-6,-3,2,2,17,0,-4,-4,-5
COc1ccc(CNC(=O)c2oc3ccc(S(=O)(=O)N4CCOCC4)cc3c2C)cc1,2,-6,-2,-1,-2,3,0,-2,5,-5
O=C1c2ccccc2C(O)N1c1cccnc1 (stereo unspecified),-6,-4,1,-1,1,10,0,6,2,7
O=[N+]([O-])c1ccc(Oc2ccc(F)cc2)c2ccncc12,1,-5,3,0,-2,4,-1,8,3,3
CC(Oc1ccc(Cl)cc1)c1ccn[nH]1 (stereo unspecified),-2,-6,-2,-2,-5,13,-2,-1,2,1
OCc1nc2ccccc2n1/N=C/c1cccs1,-1,9,0,-2,-3,-8,10,-5,34,15
CCCCSCc1cc(C(=O)O)oc1C(C)(C)C,3,-2,-1,7,2,3,1,3,7,7
COc1ccc2nc(N3CCC(C)CC3)c(C#N)cc2c1,-1,-2,-3,2,2,-2,1,9,0,-7
Cc1ccc(NC(=O)/C=C/c2cccc(C(F)(F)F)c2)cc1,0,-28,0,-2,-4,8,0,-12,-3,0
CC(C)(C)NC(=O)c1ccc2c(c1)N(CC(=O)N1CCCCC1)C(=O)C(C)(C)O2,2,1,-1,2,-5,20,-1,-1,-5,-1
CC(=O)Nc1ccc(C=NNc2ccc([N+](=O)[O-])cc2S(=O)(=O)Nc2ccccc2C(=O)O)cc1,2,-45,0,7,-5,-20,3,-14,57*,-9
COc1ccc(C2OC(=O)CC2C(=O)NC2CCCCCC2)cc1OC (stereo unspecified),0,0,-3,1,0,-5,-3,-6,-4,5
O=C(C[C@H]1C[C@@H]2c3cc(NS(=O)(=O)c4ccccc4)ccc3O[C@@H]2[C@H](CO)O1)N1CCOCC1,-8,7,-2,7,5,-5,-4,-12,3,4
CCOc1ccc(C(O)c2nccn2C)cc1 (stereo unspecified),-3,1,0,2,-1,-9,1,2,-2,2
CSc1ccc(CCNC(=O)c2cc(-c3ccccc3)c(N3CCOCC3)s2)cc1,-5,-16,-4,1,2,0,-1,5,7,-4

# The list goes on, overlapping the part above by 2 compounds.
compound,TCR-CD3 inh,HTRA1 inh,NPR2 activator,PRMT1 FP inh,MBD2 inh,TDP2 absorb,LEDGF integ inh,ABHD4 inh,rCAG RNA binder,SIAE primary
CCOc1ccc(C(O)c2nccn2C)cc1 (stereo unspecified),-3,1,0,2,-1,-9,1,2,-2,2
CSc1ccc(CCNC(=O)c2cc(-c3ccccc3)c(N3CCOCC3)s2)cc1,-5,-16,-4,1,2,0,-1,5,7,-4
CCN1CCN(C(=O)c2ccccc2N(Cc2ccccc2)S(C)(=O)=O)CC1,-1,2,-1,-3,-1,10,-2,3,-1,6
COc1ccc(C2C3=C(CCCC3=O)Nc3ccc4ncccc4c32)cc1OC (stereo unspecified),1,8,-6,-2,2,3,-2,0,-1,7
CCN(C(=O)C1CCCN(c2nnc(-n3cccc3)s2)C1)c1ccccc1C (stereo unspecified),x,x,-9,-5,3,-11,2,-5,2,4
CCOC(=O)CC1(c2ccccc2)CCOC(C)(C)C1 (stereo unspecified),6,12,0,0,0,2,0,3,-6,2
CCCn1[nH]cc(SC)c(=O)c1=O,-2,3,-6,0,3,4,-2,2,0,3
O=C(NNS(=O)(=O)c1ccc(F)cc1)c1cnn(-c2ccccc2)c1C(F)(F)F,3,2,0,-2,3,6,-1,0,0,12
O=C(NNS(=O)(=O)c1ccc2ccccc2c1)NC1CCCCC1,5,-4,-6,0,0,4,-1,-1,4,0
CN(Cc1ccccc1)C(=O)c1nc2ccccn2c1CNCCCOc1cccnc1,11,0,-2,-1,-3,17,-1,-3,-8,7
Cc1oc(-c2cc(F)ccc2F)nc1CN1CCN(C)C(=O)[C@@H]1C,2,-2,-5,1,-2,10,-1,-5,1,1
CCc1nnc(NC(=O)Cn2nc(-c3ccc(OC)c(OC)c3)ccc2=O)s1,3,0,3,-2,-7,-3,3,4,4,2
CC(=O)c1cnc2nc(C(F)(F)F)nn2c1C,2,-8,8,4,7,-20,2,-12,7,-1
CCCCNC(=O)c1nc(-c2cccc(C(F)(F)F)c2)oc1-c1ccc(OC(F)(F)F)cc1,8,x,-4,-6,6,6,2,-1,1,-2
CCc1c(-c2ccc(Br)cc2)ncn1Cc1cccc(-c2ccccc2)c1,2,x,-4,3,4,3,1,-1,6,-12
COc1ccccc1NS(=O)(=O)c1ccc(C(=O)NCC(c2ccccc2OC)N(C)C)cc1 (stereo unspecified),-5,-1,2,-2,0,9,1,1,-2,-4
O=C(CC1Sc2ccccc2NC1=O)OCc1cc(=O)oc2cc(O)ccc12 (stereo unspecified),4,-33,4,-1,-7,6,0,1,23,-10
O=C1NC[C@@H](CCCCN2C[C@H](Cc3ccc(O)cc3)N(CCc3ccc(O)cc3)C(=O)C2=O)N(CC2CCCCC2)C1=O,7,x,0,-2,3,-2,-4,-2,1,-1
Cc1ccc(S(=O)(=O)Nc2cccc3c2O[C@H](CN(C)C(=O)Nc2ccc(C(F)(F)F)cc2)[C@@H](C)CN([C@H](C)CO)C3=O)cc1,1,-18,3,-2,2,-2,-2,-22,18,-8
CCn1ncc(Br)c1C(=O)Nc1ccc2c(c1)OCCO2,5,1,0,-3,-4,16,-2,3,-2,1
O=C(NCC1COc2ccccc2O1)c1ccc(NC(=O)c2ccco2)cc1 (stereo unspecified),-4,-24,2,-1,2,-2,3,-11,-5,1
Cn1c2ccccc2c2nnc(SCc3ccc4nonc4c3)nc21,3,-3,0,-2,-1,7,3,-2,4,2

# Single values from above.
# PRMT1 FP inh with `CCc1c(-c2ccc(Br)cc2)ncn1Cc1cccc(-c2ccccc2)c1` → 3
# NPR2 activator with `O=C1NC[C@@H](CCCCN2C[C@H](Cc3ccc(O)cc3)N(CCc3ccc(O)cc3)C(=O)C2=O)N(CC2CCCCC2)C1=O` → 0
# PRMT1 FP inh with `CCCCNC(=O)c1nc(-c2cccc(C(F)(F)F)c2)oc1-c1ccc(OC(F)(F)F)cc1` → -6
# HTRA1 inh with `O=C(NCC1COc2ccccc2O1)c1ccc(NC(=O)c2ccco2)cc1` (stereo unspecified) → -24
# ABHD4 inh with `CN(Cc1ccccc1)C(=O)c1nc2ccccn2c1CNCCCOc1cccnc1` → -3
# rCAG RNA binder with `CCc1nnc(NC(=O)Cn2nc(-c3ccc(OC)c(OC)c3)ccc2=O)s1` → 4
# HTRA1 inh with `O=C(NNS(=O)(=O)c1ccc2ccccc2c1)NC1CCCCC1` → -4
